Compound activity deposited in PubChem by The Scripps Research Institute Molecular Screening Center.
GSTO1 counter: blocks human GSTO1 in RBBP9 counter-screen; inhibition, % at 5.96 µM; recombinant GSTO1, activity-based probe fluorescence polarization; 300,000 compounds, 1.1% hits; P78417;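 active means inhibition above the campaign mean inhibition plus 3 SD, cut at about 35% in these data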;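 further: 0% = GSTO1-1 with DMSO and 100% = wells lacking GSTO1-1 enzyme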
LYPLA1 counter: LYPLA1 (human) inhibition in PME1 counter-screen. O75608. 320,000 compounds, 0.16% hits. AID 2174. inhibition, % at 5.9 µM. recombinant LYPLA1, FP-Rh probe fluorescence polarization;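 active means inhibition above the mean of all tested compounds plus 3 SD, set per campaign, cut at about 14% in these data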;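 further: inhibitors block serine hydrolase probe labeling of LYPLA1 so polarization falls; 0% = enzyme with DMSO and 100% = wells lacking LYPLA1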
PREPL inhibitor: inhibitors of human prolyl oligopeptidase-like enzyme PREPL; inhibition, % at 5.96 µM; AID 2751; recombinant PREPL, fluorescence polarization activity-based probe; Q4J6C6; 320,000 compounds, 0.68% hits; in the data active means inhibition above about 43%;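 further: 0% = enzyme with DMSO and 100% = wells lacking enzyme; many of its hits are not listed in these tables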
PAD4 inh: inhibitors of human PAD4; Q9UM07; recombinant PAD4, RCA probe fluorescence polarization; inhibition, % at 6.36 µM; 330,000 compounds, 0.41% hits;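 active means percent inhibition above a cutoff equal to the mean of all tested compounds plus 3 SD, cut at about 15% in these data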;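 further: 0% = PAD4 with RCA probe and DMSO and 100% = probe without PAD4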
Target sequence (Q9UM07 whole entry, looked up): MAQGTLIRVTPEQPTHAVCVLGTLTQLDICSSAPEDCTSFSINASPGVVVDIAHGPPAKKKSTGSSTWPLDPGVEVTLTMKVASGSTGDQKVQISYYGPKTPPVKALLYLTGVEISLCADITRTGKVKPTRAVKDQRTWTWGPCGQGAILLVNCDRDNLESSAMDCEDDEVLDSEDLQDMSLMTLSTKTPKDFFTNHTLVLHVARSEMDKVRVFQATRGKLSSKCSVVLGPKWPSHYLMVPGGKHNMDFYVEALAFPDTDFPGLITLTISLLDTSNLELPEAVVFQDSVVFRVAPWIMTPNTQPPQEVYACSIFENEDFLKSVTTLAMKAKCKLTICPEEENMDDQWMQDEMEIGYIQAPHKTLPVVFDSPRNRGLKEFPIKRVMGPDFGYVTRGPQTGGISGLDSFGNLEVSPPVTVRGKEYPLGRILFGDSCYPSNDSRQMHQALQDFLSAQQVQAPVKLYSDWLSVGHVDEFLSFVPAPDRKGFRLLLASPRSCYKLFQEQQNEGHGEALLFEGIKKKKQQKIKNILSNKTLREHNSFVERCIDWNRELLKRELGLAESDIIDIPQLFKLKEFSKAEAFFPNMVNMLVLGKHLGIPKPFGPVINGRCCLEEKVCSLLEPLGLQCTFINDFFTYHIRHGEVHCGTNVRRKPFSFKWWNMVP
PAFAH1B3 inh: PAFAH1B3 (human) inhibition. Q15102. recombinant PAFAH1B3, FP-rhodamine probe, fluorescence polarization. inhibition, % at 3.39 µM. 340,000 compounds, 0.28% hits. AID 492972;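 active means inhibition above the screen-wide average of all tested compounds plus 3 SD, cut at about 25% in these data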;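 further: 0% = enzyme with DMSO only and 100% = wells lacking PAFAH1B3 protein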
PME-1 primary: blocks human protein phosphatase methylesterase 1 | Q9Y570 | recombinant PME-1, FP-Rh probe fluorescence polarization | inhibition, % at 5.9 µM | 320,000 compounds, 0.53% hits | AID 2130;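 active means inhibition above the campaign mean of all compounds plus 3 SD, cut at about 26% in these data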;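 further: competitive labeling of PME-1 active site by serine hydrolase directed probe; 0% = PME-1 with DMSO and 100% = wells lacking PME-1 enzyme; inhibitors block probe labeling so polarization falls and inhibition rises; many of its hits are not listed in these tables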
pPAFAH FP inh: inhibitors of human plasma PAF acetylhydrolase (pPAFAH). recombinant pPAFAH, FP-rhodamine probe fluorescence polarization. inhibition, % at 3.39 µM. 330,000 compounds, 1.5% hits. AID 463082. Q13093;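 active means inhibition above the mean inhibition across the screen plus 3 SD, cut at about 25% in these data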;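 further: inhibitors block binding of the rhodamine activity-based probe so polarization drops; 0% = enzyme with DMSO and 100% = wells lacking pPAFAH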
PAFAH1B2 FP inh: blocks human PAF acetylhydrolase 1b catalytic subunit 2; recombinant PAFAH1B2, FP-rhodamine activity probe, fluorescence polarization; inhibition, % at 3.39 µM; 340,000 compounds, 1.2% hits; AID 492953;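 active means inhibition above the mean of all tested compounds plus 3 SD, cut at about 24% in these data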;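 further: 0% = enzyme with DMSO and 100% = wells lacking PAFAH1B2; many of its hits are not listed in these tables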
LYPLA2 inh: blocks human lysophospholipase 2, a PME1 counter-screen | O95372 | recombinant LYPLA2, FP-Rh probe fluorescence polarization | inhibition, % at 5.9 µM | 320,000 compounds, 0.38% hits | AID 2177;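 active means inhibition above the screen-wide mean plus 3 SD, limit set per campaign, cut at about 26% in these data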;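 further: 0% = LYPLA2 with DMSO and 100% = wells lacking LYPLA2 enzyme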
Target sequence (O95372 whole entry, looked up): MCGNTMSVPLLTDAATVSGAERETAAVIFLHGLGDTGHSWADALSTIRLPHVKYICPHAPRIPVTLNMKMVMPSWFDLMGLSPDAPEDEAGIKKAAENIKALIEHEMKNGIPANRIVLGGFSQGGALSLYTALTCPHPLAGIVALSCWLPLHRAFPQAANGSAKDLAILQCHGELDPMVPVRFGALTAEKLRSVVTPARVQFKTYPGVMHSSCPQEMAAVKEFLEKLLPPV
Numbers without * were called inactive; · = not tested or not shown. These rows are one share of the data; count on the stated rates, not on these rows.

SMILES | GSTO1 counter | LYPLA1 counter | PREPL inhibitor | PAD4 inh | PAFAH1B3 inh | PME-1 primary | pPAFAH FP inh | PAFAH1B2 FP inh | LYPLA2 inh
Cc1nc2scc(C)n2c(=O)c1S(=O)(=O)NCc1ccccc1Cl | 5 | -1 | -19 | -5 | -3 | -2 | 5 | -2 | 1
COCCn1nnnc1CN(CCc1ccc(OC)c(OC)c1)Cc1cc2ccc(C)cc2[nH]c1=O | -3 | -3 | 7 | 1 | -1 | 3 | 0 | 3 | -1
COc1ccc(CNC(=O)C(c2ccccc2F)N(C(=O)c2csnn2)C2CC2)cc1 (configuration not stated) | 0 | 2 | 5 | 3 | 2 | 0 | -2 | 2 | -5
COc1ccc(NS(=O)(=O)c2cc(N)ccc2N2CCOCC2)cc1 | 10 | 4 | 1 | -4 | 5 | -3 | 3 | 0 | -1
O=C(Nc1nn[nH]n1)c1cc(-c2ccc(Cl)c(Cl)c2Cl)nc2ccccc12 | 5 | 2 | -9 | 6 | 5 | -2 | 3 | 4 | 4
CC1CCN(C(=O)c2[nH]cnc2C(=O)Nc2nccs2)CC1 | · | -1 | 6 | -2 | -1 | -2 | 4 | 9 | -1
CCC(NC(=O)c1ccccc1NC(=O)c1ccccc1)C(=O)NNC(=O)c1cccnc1 (configuration not stated) | 5 | 1 | 4 | 1 | 5 | -2 | 1 | 2 | 0
O=C(Nc1cccc2nsnc12)c1ccc2c(c1)OCCO2 | 2 | -2 | 6 | -7 | 6 | -5 | 0 | 0 | 2
CCOc1ccc(/C=C/C(=O)OCC(=O)Nc2cccc(S(=O)(=O)N3CCCC3)c2)cc1 | · | -27 | 0 | -2 | -5 | -25 | -3 | -2 | -41
CCOC(=O)N1CCN(C(=O)CNC(=O)C23CC4CC(CC(C4)C2)C3)CC1 | 1 | 1 | 6 | -2 | 12 | -3 | -5 | 0 | 2
CCN(CC)S(=O)(=O)c1cc(NC(=O)CNc2cccc(S(=O)(=O)N3CCOCC3)c2)ccc1C | 8 | -1 | 7 | -1 | 8 | -2 | 1 | 5 | -2
CCOC(=O)C1CCCN(c2cc(C)nc3cc(-c4ccc(F)cc4)nn23)C1 (configuration not stated) | -7 | -3 | 9 | 2 | -1 | 11 | 6 | 0 | -1
O=S(=O)(Nc1ncnc2c1oc1ccccc12)c1ccc(Cl)s1 | -15 | 0 | -6 | -7 | 3 | -2 | 5 | 0 | -4
CN1/C(=C\C(=O)COC(=O)CNC(=O)c2ccccc2F)C(C)(C)c2ccccc21 | -3 | 1 | 8 | 0 | 4 | 0 | 6 | 0 | -3
COc1ccc(C2C(C(=O)Nc3cccc(C)n3)CCC(=O)N2c2ccc(OC)cc2)cc1 (configuration not stated) | 9 | 3 | 13 | -4 | · | 1 | 8 | · | 1
O=C(COC(=O)COc1ccc(Cl)cc1Cl)NC1CC1 | · | · | 3 | 1 | 8 | · | 14 | 10 | ·
COc1cccc(CNC(=O)CCC(=O)n2ncc3cc(C)ccc32)c1OC | 7 | -1 | 5 | -1 | 2 | 2 | -1 | 0 | -6
Cn1cc(C(=O)C(=O)N2CCN(c3ccccc3)CC2)c2ccccc21 | -2 | -1 | -10 | -4 | 12 | 8 | 2 | 4 | 7
CC(=O)OC(C(=O)N1CCN(c2ccc(F)cc2)CC1)c1ccccc1 (configuration not stated) | 6 | 5 | 13 | 2 | 6 | 4 | 2 | 0 | 5
CCCCn1nnnc1SCC(=O)c1cc(Cl)ccc1OC | 4 | -3 | -6 | 1 | 0 | 3 | -2 | 3 | 9
O=[N+]([O-])c1cc([N+](=O)[O-])c(Oc2ccc(F)cc2)cc1NN1CCCCC1 | -4 | -3 | 3 | 2 | 6 | 2 | 0 | 1 | -3
COc1cccc(C2NC(=O)CCC2[N+](=O)[O-])c1 (configuration not stated) | -8 | -1 | -3 | -3 | 1 | 3 | 0 | 0 | -5
CCOc1ccc(C(=O)Nc2ccc(C(=O)N3CCOCC3)cc2)c(OCC)c1 | -7 | -3 | -1 | 2 | 2 | -1 | 7 | -4 | 1
O=C(c1ccc(Cl)cc1)c1nnc(-c2ccncc2)o1 | 7 | 0 | -5 | -5 | 11 | 4 | 7 | 2 | 9
COc1ccc(OC)c(NC(=O)COC(=O)Cc2ccc(-c3ccccc3)cc2)c1 | 3 | -3 | 26 | -2 | -1 | 18 | 20 | 2 | -9

(cont.)
SMILES | GSTO1 counter | LYPLA1 counter | PREPL inhibitor | PAD4 inh | PAFAH1B3 inh | PME-1 primary | pPAFAH FP inh | PAFAH1B2 FP inh | LYPLA2 inh
CC(=O)Nc1ccc(SC[C@H](C)CN2CC[C@H](C(C)(C)C)CCC2=O)cc1 | · | 2 | 17 | -2 | -6 | 6 | 1 | 13 | 8
NC(=O)COC(=O)Cc1coc2cc3c(cc12)CCC3 | 6 | 2 | 1 | 0 | 4 | 6 | 3 | 5 | 11
COc1ccc(Oc2c(C(F)(F)F)oc3cc(OCC(=O)O)ccc3c2=O)cc1 | 21 | -1 | -6 | -7 | -3 | 2 | 0 | 6 | -1
COc1ccc(NC(=O)c2c(NC(=O)CNCc3ccco3)sc3c2CCC3)c(OC)c1 | -1 | -1 | 15 | -3 | 2 | 13 | 7 | 1 | 3
COc1ccc(N2C(=O)[C@@H]3[C@H](C2=O)[C@H]2c4ccccc4C=CN2[C@@H]3C(C)=O)cc1 | 23 | -1 | 14 | -6 | 17 | 6 | 1 | 3 | 1
CCCCC(=O)Nc1cccc(NC(=O)c2ccc(Br)o2)c1 | 0 | -5 | -5 | 0 | -1 | 0 | -1 | -5 | 1
CC(O)CNc1ncnc2cc(-c3ccc(F)cc3)sc12 (configuration not stated) | 0 | -2 | -82 | -1 | -3 | -9 | 4 | 8 | 1
CN(Cc1c(F)cccc1Cl)C(=O)c1ccc(NC(=O)CC2SC(N3CCCC3)=NC2=O)cc1 (configuration not stated) | 4 | -7 | -3 | -7 | -2 | 1 | 0 | 1 | -11
CC1(C)CC(=O)C=C(NCc2cccnc2)C1 | 20 | -4 | 4 | 2 | 6 | -16 | -2 | 3 | -3
COC(=O)[C@H](Cc1ccccc1)NC(=O)N1CCC(C)CC1 | -1 | 0 | 1 | -3 | 1 | -7 | -9 | -1 | -3
COc1cccc(CN(C)C(=O)c2ccc3c(=O)n4c(nc3c2)CCC4)c1 | 11 | 2 | 1 | 3 | 3 | 5 | 2 | 1 | 2
COc1cc(NCCC(=O)c2cccs2)c(OC)cc1Cl | -2 | 4 | 7 | -4 | 7 | -4 | 7 | 8 | 5
O=C(CC(=O)N/N=C\c1ccc([N+](=O)[O-])cc1)NCCc1ccccc1 | 4 | -1 | 1 | 0 | 2 | 8 | 9 | 3 | -2
CCOC(=O)c1cnc2c(C)c(Cl)ccc2c1Nc1ccc(S(=O)(=O)Nc2ncccn2)cc1 | 1 | -4 | -3 | -3 | · | 2 | -2 | · | -5
O=C1CC(/C=C/c2ccccn2)=Nc2ccccc2N1 | -2 | 1 | 13 | -2 | 9 | 0 | 5 | 2 | 4
O=C1CSC(=S)N1/N=C/c1ccc2c(c1)OCCO2 | 7 | 0 | 2 | -6 | 12 | -5 | 4 | -2 | 6
CCOc1cc(C2NC(=O)NC(O)(C(F)(F)F)C2C(=O)c2ccccc2)ccc1OC (configuration not stated) | -5 | -1 | -22 | -5 | 8 | 1 | 2 | 2 | 0
O=C(Nc1ccc2c(c1)OCO2)c1noc2c1CCCCC2 | -4 | 1 | 4 | -5 | 5 | -2 | 5 | 4 | 3
COC1CCN(C(=O)c2ccc3oc(Cc4ccc(Cl)cc4)nc3c2)CC1 | -1 | 1 | 5 | 3 | 15 | -3 | 4 | 5 | 7
CN(CC(=O)Nc1cccc(F)c1)C(=O)CNS(=O)(=O)c1ccc(N(C)C)c([N+](=O)[O-])c1 | 7 | 4 | 0 | 1 | 2 | 3 | 1 | -1 | 7
O=C(c1cccc2ccccc12)N1CCN=C1SCc1ccc([N+](=O)[O-])cc1 | -1 | -2 | 7 | 1 | 1 | 2 | 3 | 5 | 0
Cc1ccc(Nc2cc(C)nc3ncnn23)c(Cl)c1 | 3 | 2 | 10 | 1 | 7 | 3 | 5 | 9 | -2
Cc1ccc(C(=O)Nc2cccnc2Cl)cc1Cl | 8 | 0 | -12 | 1 | 5 | -3 | 7 | 8 | 8
Cc1cc(C(F)F)n2ncc(C(=O)N3CCc4ccccc4C3)c2n1 | 10 | 3 | 6 | -8 | 1 | -6 | 0 | 0 | -3
O=C(Nn1c(Cc2cccs2)nc2ccccc2c1=O)c1ccc(F)c(F)c1 | 10 | -4 | -2 | 0 | 1 | -3 | 3 | 0 | -1

(more compounds)
SMILES | GSTO1 counter | LYPLA1 counter | PREPL inhibitor | PAD4 inh | PAFAH1B3 inh | PME-1 primary | pPAFAH FP inh | PAFAH1B2 FP inh | LYPLA2 inh
Cc1cc(C)nc(SCC(=O)N/N=C\c2sccc2C)n1 | 1 | -2 | 34 | 5 | -2 | -6 | 6 | 8 | 0
COC(=O)Cc1ccc(NC(=O)c2ccc(C(C)(C)C)cc2)cc1 | -6 | -4 | -1 | 2 | 3 | -1 | 8 | 6 | -4
CCCCc1c(C)nn(-c2nnc3c4ccccc4n(C)c3n2)c1C | -6 | -9 | -1 | 0 | 19 | -11 | 12 | 2 | -7
O=C(COc1ccc(Cl)cc1)Nc1ccc(NC(=O)c2ccco2)cc1 | 3 | 4 | -2 | 27* | 2 | -5 | 1 | 3 | 2
CN=c1c([N+](=O)[O-])nn(-c2ccc3c(c2)OCCO3)n1O | 11 | -5 | 19 | -4 | 19 | -4 | 3 | 1 | -2
COC(=O)Cc1c(O)ccn(Cc2ccccc2OC)c1=O | -1 | 1 | 1 | 0 | -2 | -4 | 4 | 2 | 2
COc1cccc(C(=O)Nc2ccc(-c3nnc(-c4ccco4)o3)cc2)c1 | -13 | 4 | -12 | -2 | 5 | -15 | 0 | 2 | 5
CC(C)CCN(C(=O)c1cc(=O)[nH]c2ccccc12)c1c(N)n(Cc2ccccc2)c(=O)[nH]c1=O | · | 0 | 6 | 1 | -9 | 2 | -3 | 3 | -4
COc1ccc(NC(=O)c2ccc3ccccc3c2OC)cc1 | 2 | -2 | 13 | 0 | 9 | 2 | 8 | 3 | 2
COc1ccccc1CNS(=O)(=O)c1ccc(-c2cc(C)no2)cc1 | 6 | 2 | -3 | 1 | 8 | 11 | 4 | 1 | 6
NC(=O)C1(N2CCCCC2)CCN(C(=S)Nc2ccc(S(N)(=O)=O)cc2)CC1 | 5 | 2 | -1 | -6 | 8 | -5 | 3 | 1 | 0
CC(=O)COC(=O)CCc1nc2ccccc2[nH]c1=O | -1 | 0 | -8 | 0 | -6 | -4 | 3 | 1 | -7
CCCc1ccc(-c2cc(C(=O)NN3CCOCC3)c3ccccc3n2)cc1 | 0 | -2 | 3 | -2 | 5 | -1 | -1 | 2 | -3
Cc1cccc(CNc2ncnc3ccc(-c4ccc5c(c4)OCCO5)cc23)c1 | · | -19 | 20 | 1 | 0 | -33 | -1 | -2 | -34
CN(C)S(=O)(=O)c1cccc(NC(=O)Cc2ccc(-c3ccccc3)cc2)c1 | -9 | -15 | 18 | -6 | -3 | -6 | 0 | -6 | -33
COc1ccc(C2C(C#N)=C(N)Oc3n[nH]c(C)c32)cc1Cn1nc(C)c([N+](=O)[O-])c1C (configuration not stated) | 0 | -1 | 3 | -4 | -2 | 5 | 7 | -4 | -1
Cc1ccc(C(=O)NN(C)c2nc3ccccc3nc2C(F)(F)F)cc1 | 5 | 3 | -2 | -4 | -1 | 3 | -8 | 1 | 6
